High-throughput results deposited in PubChem BioAssay by NMMLSC.
T cell HTS = modulates CD8 T cell binding to vesicles; 2C CD8+ T cell-vesicle binding, flow cytometry; active compounds read low; calls only at 7 µM; 330,000 tested, 0.068% active;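 active means response, share of CD8 T cells binding vesicles, and their 90th percentile fluorescence all below set limits, cut at about 80% in these data, passing the limit was not always enough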
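System: murine 2C transgenic CD8+ T lymphocytes; also added: QL9-loaded Drosophila micro-vesicles; times: binding 1.5 h at 37 °C; measured by: flow cytometry, PE anti-B7-1 (FL2) versus Alexa647 anti-CD8 (FL8), PFA-fixed; control set: Peptide-free naked vesicles (low) and QL9 vesicles with 0.7% DMSO vehicle (high)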
Myeloid diff 2 = compounds promoting myeloid differentiation | calls only at 10 µM | 360,000 tested, 1% active | AID 624256 | ER-HoxA9 myeloid progenitors, lysozyme-GFP differentiation, flow cytometry;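 active means normalized GFP-positive differentiation at or above the plate's own cutoff, the solvent-only control mean plus 3 SD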;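 further: cells exposed to compound for four days before flow analysis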
T cell HTS vesicle-bound % = also measured in T cell HTS; calls as there; double positive events, %; measured here: CD8+ vesicle-bound cell fraction;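 binding gate set so that unloaded-vesicle control wells show 10% double positive cells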
Myeloid diff 2 GFP+ MAC1+ % = also measured in Myeloid diff 2; calls as there; GFP+ MAC1+ double positive, %; measured here: differentiation confirmed by MAC1 staining
The depositor's hits bear a star; i = inactive.

SMILES	T cell HTS	T cell HTS vesicle-bound %	Myeloid diff 2	Myeloid diff 2 GFP+ MAC1+ %
CC(=O)N1CCN(C(=O)c2c(-c3ccccc3)noc2C)CC1	i	38	i	0.9
Cc1sc(NC(=O)C2=COCCO2)nc1-c1ccc(Cl)cc1	i	55	i	1.3
O=C(NNC(=O)c1ccccc1Cl)c1ccc(-n2cncn2)c([N+](=O)[O-])c1	i	39	i	0.6
C[C@@H]1C=C[C@](Cc2ccccc2)(C(=O)O)N1C(=O)c1ccccc1	i	41	i	2.2
COc1ccc(C(=O)OCc2c(-c3cccc(OC)c3)ncc3ccccc23)cc1	i	27	i	0.5
COc1ccc(NC(=O)N(C)C[C@H]2Oc3ccc(NC(=O)NC(C)C)cc3C(=O)N([C@H](C)CO)C[C@@H]2C)cc1	i	42	i	3.0
C=CCN(Cc1cccs1)C(=O)CN1CCN(S(=O)(=O)c2ccc3c(c2)OCCCO3)CC1	i	26	i	1.1
COc1ccccc1CNS(=O)(=O)c1cc(C(=O)NCC2CCCO2)c(Cl)cc1Cl (centres undefined)	i	39	i	1.6
O=C(NCC(=O)N1CCN(c2ccc([N+](=O)[O-])cc2)CC1)c1ccco1	i	56	i	0.7
COc1cc2oc(=O)ccc2cc1[C@@H](O)[C@@H]1OC(C)(C)OC1(C)C	i	28	i	0.3
COc1ccccc1C1CCN(C(=O)c2ccccc2)CC1	i	52	i	0.2
CCOCCCNC(=O)C1CCN(S(=O)(=O)c2cc(Br)cc3c2N(C(=O)CC)CC3)CC1	i	12	i	1.6
C1=CC2C3C=CC(C3)C2C1 (centres undefined)	i	19	i	1.8
Cc1csc(N2CCCC2c2nc3cc(C(F)(F)F)ccc3n2CCOCCO)n1 (centres undefined)	i	10	i	0.4
COc1ccccc1NS(=O)(=O)c1cc(NC(=O)c2cc(F)c(F)c(F)c2F)ccc1N1CCOCC1	i	10	i	0.8
CC(C)(Oc1ccc(Cl)cc1)C(=O)O	i	12	i	0.9
CN(CC(=O)Nc1cccc(F)c1)C(=O)CCNC(=O)c1ccco1	i	47	i	0.8
CN(CC(=O)Nc1ccc(Cl)cc1)C(=O)CNC(=O)c1cccs1	i	37	i	0.8
CN(Cc1nc2ccccc2c(=O)[nH]1)C(=O)COc1ccccc1Cc1ccccc1	i	43	i	1.6
CCOc1ccc(S(=O)(=O)N2CCOCC2)cc1NC(=O)CN1C(=O)NC2(CCCC2)C1=O	i	15	i	1.1

Pulled by structure from the entries so far (6):
SMILES	T cell HTS	T cell HTS vesicle-bound %	Myeloid diff 2	Myeloid diff 2 GFP+ MAC1+ %
O=C(NCC(=O)N1CCN(c2ccc([N+](=O)[O-])cc2)CC1)c1ccco1	i	56	i	0.7
Cc1csc(N2CCCC2c2nc3cc(C(F)(F)F)ccc3n2CCOCCO)n1 (centres undefined)	i	10	i	0.4
CN(CC(=O)Nc1cccc(F)c1)C(=O)CCNC(=O)c1ccco1	i	47	i	0.8
CN(CC(=O)Nc1ccc(Cl)cc1)C(=O)CNC(=O)c1cccs1	i	37	i	0.8
C[C@@H]1C=C[C@](Cc2ccccc2)(C(=O)O)N1C(=O)c1ccccc1	i	41	i	2.2
COc1ccccc1C1CCN(C(=O)c2ccccc2)CC1	i	52	i	0.2

(more compounds)
SMILES	T cell HTS	T cell HTS vesicle-bound %	Myeloid diff 2	Myeloid diff 2 GFP+ MAC1+ %
CCc1ccc(NC(=O)c2ccc(-n3cncn3)c([N+](=O)[O-])c2)cc1	i	45	i	0.7
O=C(CSc1nccc(=O)[nH]1)NC1CCCCCCC1	i	29	i	0.2
CC(=O)Nc1ccc(NC(=O)CSC2=NS(=O)(=O)c3cc(Cl)ccc3N2)cc1	i	44	i	0.5
CN(Cc1nc2ccccc2c(=O)[nH]1)C(=O)c1cccc(NC(=O)c2cccs2)c1	i	48	i	0.8
CSCCC(NC(=O)c1ccccc1Br)C(=O)NNC(=O)c1csc(N2CCOCC2)n1 (centres undefined)	i	31	i	0.9
Cn1c(SCc2ccccc2F)nc2ccccc2c1=O	i	30	i	0.7
COc1ccc([N+](=O)[O-])cc1NC(=O)c1cccnc1	i	35	i	1.3
O=C(COC(=O)CNC(=O)c1ccc(Cl)c([N+](=O)[O-])c1)NCC1CCCO1 (centres undefined)	i	17	i	0.4
O=C(NCCOc1ccccc1)c1cccc(S(=O)(=O)NCc2ccccc2)c1	i	39	i	1.2
CCNC(=S)N(CCc1c(C)[nH]c2ccc(OC)cc12)Cc1cccnc1	i	65	i	0.3
CC1CCC(NC(=O)COC(=O)c2ccc3ncsc3c2)CC1 (centres undefined)	i	50	i	0.7
Cc1cc(NC(=O)CSc2nnc(-c3ccco3)n2N)no1	i	24	i	0.7
O=C(CSC(=S)N1CCCC1)N1CCN(S(=O)(=O)c2cccc(F)c2)CC1	i	48	i	0.8
Cc1cccc(C)c1NC(=O)CN(C)C(=O)c1ccccc1SCC(=O)N1CCCC1	i	41	i	2.8
Cc1cccn2c(=O)nc(SCC(=O)N3CCCC3)nc12	i	54	i	0.7
Cc1ccc(C(=O)NN=C2CCCC2)cc1C	i	12	i	0.2
O=C(c1cc(S(=O)(=O)NCc2ccco2)ccc1Br)N1CCOCC1	i	39	i	0.7
Cc1ccc(C(=O)C(C)OC(=O)CNS(=O)(=O)c2ccc(C)cc2)cc1 (centres undefined)	i	26	i	0.7
O=C(NCCS(=O)(=O)N1CCCC1)c1ccccc1	i	43	i	1.1
COc1ccc(N2CCN(C(=O)COC(=O)c3cccc(OC)c3O)CC2)cc1	i	45	i	0.6
CCCOc1ccc(C2=CC(=O)C[C@H](c3ccc(OC)cc3)C2)cc1	i	38	i	1.6
COc1ccc(CC(=O)OCC(=O)c2c[nH]c3ccccc23)cc1	i	27	i	1.8
CC1(C)NC(=O)N(CC(=O)N2CCN(S(=O)(=O)c3cc(Cl)ccc3Cl)CC2)C1=O	i	34	i	1.0
O=C(O)c1cc(S(=O)(=O)Nc2ccc3cn[nH]c3c2)ccc1Br	i	35	i	0.3
O=C(CN1C(=O)c2ccc([N+](=O)[O-])cc2C1=O)NC1CCS(=O)(=O)C1 (centres undefined)	i	18	i	1.1
O=C(CCc1ccccc1)NC1(Cc2ccccc2)CCN(CCCc2ccccc2)C1=O (centres undefined)	i	33	i	3.7
O=C(COc1ccc(Cl)cc1)NCc1n[nH]c(=O)c2ccccc12	i	54	i	0.5
CC(=O)c1cc(CN2CCC(C(=O)Nc3cccc(-c4cscn4)c3)CC2)cs1	i	32	i	1.2
CN(CC(=O)Nc1ccc(Cl)c(C(F)(F)F)c1)C(=O)c1cc(=O)[nH]c2ccccc12	i	36	i	0.9
Cc1c(Cl)cnc(NC(=O)CSc2nnnn2C)c1Cl	i	40	i	0.5
CCOC(=O)c1cc(-c2ccccc2)nn1CC1CC(c2ccc(OC)cc2)=NO1 (centres undefined)	i	13	i	1.8
CC(OC(=O)Cc1c[nH]c2ccccc12)C(=O)Nc1ccccc1[N+](=O)[O-] (centres undefined)	i	52	i	0.7
Nc1c(-c2ccc(Cl)cc2)cnc2c(-c3ccc(F)cc3)cnn12	i	41	i	1.1
O=C(/C=C/c1ccc2c(c1)OCO2)NCCS(=O)(=O)N1CCN(c2ccc(F)cc2)CC1	i	60	i	0.9
Cc1cc(OCC(=O)N[C@@H](Cc2c[nH]c3ccccc23)C(=O)O)c2c(C)c(C)c(=O)oc2c1	i	51	i	2.1
C=CC[C@H](CC(=O)NCCO)C(=O)N[C@@H](COC(=O)[C@@H](CC=C)Cc1ccc(F)cc1)Cc1ccccc1	i	23	i	1.7
C=CCOc1ccc(/C=C/C(=O)OCC(=O)NCCc2ccccc2)cc1	i	35	i	0.7
COC(=O)C1CCN(C(=O)CN2C(=O)c3ccccc3S2(=O)=O)CC1	i	38	i	0.6
O=C(c1ccc(-c2ccccc2Cl)o1)N1CCN(c2ccccc2O)CC1	i	58	i	0.7
CCCCN(C(=O)CC1CCCC1)c1c(N)n(CC(C)C)c(=O)[nH]c1=O	i	56	i	0.7
COc1cc(/C=C2\CCn3c2nc2cc(C(=O)O)ccc2c3=O)ccc1OC(F)F	i	65	i	0.6
Cc1cc(NC(=O)CSc2nnc(-c3ccccc3F)n2C)no1	i	36	i	1.7
COc1ccc(OC(=O)COc2ccccc2C)cc1	i	38	i	0.7
O=c1c2ccccc2nc2sc(Nc3ccc(F)cc3)nn12	i	28	i	0.8
Cc1ccc(SCC(=O)N(C)CC(=O)Nc2cccc(F)c2)c(C)c1	i	8	i	1.0
COc1ccc(/C=N/n2c(COc3ccccc3)n[nH]c2=S)cc1OC	i	66	i	0.4
CCc1cccc(C)c1NC(=O)C1CC(=O)N(C2CCCC2)C1 (centres undefined)	i	35	i	0.5
CC(=O)Nc1ccc(Oc2ccc(S(=O)(=O)N3CCCC3)cn2)cc1	i	20	i	2.2
CCOC(=O)N1CCN(C(=O)COC(=O)CSc2cc(C)c(Br)cc2C)CC1	i	28	i	0.6
CC(=O)c1ccc(S(=O)(=O)NCCC(=O)OCC(=O)N2CCCC2=O)cc1	i	33	i	0.8
c1cncc(CNc2ncnc3ccc(-c4cccnc4)cc23)c1	i	7	i	1.3
O=C(O)C(Cc1ccccc1)N1C(=O)c2c(Cl)c(Cl)c(Cl)c(Cl)c2C1=O (centres undefined)	i	52	i	0.3
C[C@H](CO)N1C[C@H](C)[C@@H](CN(C)S(C)(=O)=O)Oc2ccc(NC(=O)CCN3CCOCC3)cc2C1=O	i	18	i	1.3
O=C1[C@@H]2Cc3c([nH]c4ccccc34)C(c3ccccc3)N2C(=O)CN1CCO (some centres undefined)	i	11	i	1.0
O=C(Cc1ccc(S(=O)(=O)N2CCOCC2)s1)Nc1ccc(S(=O)(=O)N2CCCCC2)cc1	i	10	i	0.5
CCN(CC(=O)NCc1cccs1)C(=O)c1ccc(NS(=O)(=O)c2ccc(F)cc2)cc1	i	16	i	0.5
CCN(c1ccccc1)S(=O)(=O)c1ccc(N2CCN(c3ccccc3O)CC2)nc1	i	31	i	0.6
CC(Sc1nnc(-c2ccncc2)n1C)C(=O)Nc1ccc(N2CCOCC2)cc1 (centres undefined)	i	50	i	2.1
CCn1ccnc1CC1COc2ccccc2O1 (centres undefined)	i	26	i	2.6
Clc1ccc(-c2cc(-c3ccccc3)on2)cc1	i	29	i	1.2

Rewritten with values under each structure: five of the compounds above.
Every second line gives: T cell HTS | T cell HTS vesicle-bound % | Myeloid diff 2 | Myeloid diff 2 GFP+ MAC1+ %
CCn1ccnc1CC1COc2ccccc2O1 (centres undefined)
→ i | 26 | i | 2.6
CC(=O)c1ccc(S(=O)(=O)NCCC(=O)OCC(=O)N2CCCC2=O)cc1
→ i | 33 | i | 0.8
CCOC(=O)N1CCN(C(=O)COC(=O)CSc2cc(C)c(Br)cc2C)CC1
→ i | 28 | i | 0.6
Clc1ccc(-c2cc(-c3ccccc3)on2)cc1
→ i | 29 | i | 1.2
CCc1cccc(C)c1NC(=O)C1CC(=O)N(C2CCCC2)C1 (centres undefined)
→ i | 35 | i | 0.5

(further entries)
SMILES	T cell HTS	T cell HTS vesicle-bound %	Myeloid diff 2	Myeloid diff 2 GFP+ MAC1+ %
CC(=O)OCCN1C(=O)c2ccc(-c3nc4ccccc4c(=O)o3)cc2C1=O	i	11	i	0.2
CCOc1ccc(NC(=O)COc2ccc(C(=O)NCC3CCCO3)cc2OC)cc1 (centres undefined)	i	44	i	1.6
COc1cccc(C(=O)COC(=O)C2CC3CCCC(C2)C3=O)c1 (centres undefined)	i	27	i	0.5
COc1cccc(-c2nnc(SCC(=O)NC3CCS(=O)(=O)C3)n2C)c1 (centres undefined)	i	37	i	1.0
COCCN(Cc1nnc(-c2cccs2)o1)C(=O)CN1C(=O)NC2(CCCCC2)C1=O	i	50	i	0.8
CNc1[nH]c(=O)[nH]c(=O)c1N=Nc1cc(Cl)ccc1Cl	i	32	i	1.0
CSCCC(NC(=O)c1ccc(Cl)cc1Cl)C(=O)NNC(=O)c1ccncc1 (centres undefined)	i	12	i	1.5
COc1ccc2[nH]cc(CCNC(=O)Nc3ccccc3)c2c1	i	32	i	0.4
O=C(CC1CCCC1)N1CCN(S(=O)(=O)c2ccc(F)cc2)CC1	i	48	i	0.5
COc1ccc(S(=O)(=O)N2CCCCCC2)cc1C(=O)N(C)Cc1ccccc1F	i	50	i	0.7
O=C(NCC1COc2ccccc2O1)C1CCN(S(=O)(=O)c2ccccc2)CC1 (centres undefined)	i	51	i	0.4
O=C(NCC1CCCCC1)c1cccc(S(=O)(=O)N2CCCC2)c1	i	23	i	1.2
O=C(NCCNC(=O)c1ccc(F)cc1)c1ccc(F)cc1	i	27	i	0.6
Cc1ccc(S(=O)(=O)N2CCN(C(=O)COC(=O)/C=C/c3ccc([N+](=O)[O-])cc3)CC2)c(C)c1	i	36	i	0.8
CC1(NC(=O)CCc2nc3sc4c(c3c(=O)[nH]2)CCCC4)CCS(=O)(=O)C1 (centres undefined)	i	43	i	1.0
C[C@H]1CN([C@@H](C)CO)C(=O)Cc2cc(NS(C)(=O)=O)ccc2O[C@@H]1CN(C)Cc1ccc(Cl)c(Cl)c1	i	2	i	1.0
COc1ccc(CC(=O)NNC(=O)c2ccccc2)cc1OC	i	38	i	0.5
COc1ccc(NC(=O)COC(=O)c2cc(C)oc2C)c([N+](=O)[O-])c1	i	29	i	0.5

A portion of the library; count on the stated rates, not on these rows.
